NadD inh: inhibitors of S. aureus NadD, primary screen, biochemical, colorimetric, uHTS. purified NadD enzyme, colorimetric absorbance read-out. inhibition, % at 20 µM. 360,000 compounds, 0.78% hits. AID 602399, 2012; in the data active = inhibition above about 26%; also: some compounds past the cut are filed as inactive
SUMO1-SIM PPI: modulators of SUMO1 protein-protein interactions, primary screen, biochemical, uHTS | inhibition, % at 20 µM | SUMO1 binding to a labelled peptide, TR-FRET, 1 h | 360,000 compounds, 0.33% hits | Small ubiquitin-related modifier 1 (Homo sapiens), P63165; in the data active = inhibition above about 37%
Scp-1 inhibitor: Scp-1 phosphatase inhibitors, primary screen, biochemical, colorimetric, uHTS; Carboxy-terminal domain RNA polymerase II polypeptide A small phosphatase 1 (Homo …; inhibition, % at 20 µM; Recombinant Scp1, phosphopeptide, malachite green phosphate absorbance; 340,000 compounds, 0.88% hits;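 active = inhibition above about 50% at 20 µM, limit read from the data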;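 also: plate controls were DMSO wells with enzyme for no effect and wells lacking enzyme for full effect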
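Test system – truncated SCP-1 phosphatase (76-261aa) · Reagent – Phosphorylated 17-residue peptide substrate · Incubation – 45 min room-temperature reaction, 5 min colour, 30 min stabiliser · Detection – colorimetric phosphate reagent with accelerator and stabiliser, absorbance at 630 nm · Measure – % inhibition at 20 µM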
Rpn11 inh: Rpn11 (PSMD14) deubiquitinase inhibitors, primary screen, biochemical, fluorescence polarization, uHTS. 360,000 compounds, 0.59% hits. AID 588493, 2011. calls only at 20 µM. human 26S proteasome, Ub4-pepOG fluorescence polarization; 20S core pre-blocked with epoxomicin;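 active = inhibition at 20 µM, scaled to each plate's controls, above about 33%, limit read from the data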
DNMT1 inh: human DNMT1 methyltransferase inhibitors, primary screen, biochemical, molecular beacon, fluorescence, HinP1I cleavage, uHTS | DNA (cytosine-5)-methyltransferase 1 (Homo sapiens), P26358 | inhibition (reported as % activation of signal), % at 10 µM | 360,000 compounds, 0.83% hits | AID 588458, 2011; in the data active = inhibition above about 50%
Target sequence (P26358 504-1616 limits assumed): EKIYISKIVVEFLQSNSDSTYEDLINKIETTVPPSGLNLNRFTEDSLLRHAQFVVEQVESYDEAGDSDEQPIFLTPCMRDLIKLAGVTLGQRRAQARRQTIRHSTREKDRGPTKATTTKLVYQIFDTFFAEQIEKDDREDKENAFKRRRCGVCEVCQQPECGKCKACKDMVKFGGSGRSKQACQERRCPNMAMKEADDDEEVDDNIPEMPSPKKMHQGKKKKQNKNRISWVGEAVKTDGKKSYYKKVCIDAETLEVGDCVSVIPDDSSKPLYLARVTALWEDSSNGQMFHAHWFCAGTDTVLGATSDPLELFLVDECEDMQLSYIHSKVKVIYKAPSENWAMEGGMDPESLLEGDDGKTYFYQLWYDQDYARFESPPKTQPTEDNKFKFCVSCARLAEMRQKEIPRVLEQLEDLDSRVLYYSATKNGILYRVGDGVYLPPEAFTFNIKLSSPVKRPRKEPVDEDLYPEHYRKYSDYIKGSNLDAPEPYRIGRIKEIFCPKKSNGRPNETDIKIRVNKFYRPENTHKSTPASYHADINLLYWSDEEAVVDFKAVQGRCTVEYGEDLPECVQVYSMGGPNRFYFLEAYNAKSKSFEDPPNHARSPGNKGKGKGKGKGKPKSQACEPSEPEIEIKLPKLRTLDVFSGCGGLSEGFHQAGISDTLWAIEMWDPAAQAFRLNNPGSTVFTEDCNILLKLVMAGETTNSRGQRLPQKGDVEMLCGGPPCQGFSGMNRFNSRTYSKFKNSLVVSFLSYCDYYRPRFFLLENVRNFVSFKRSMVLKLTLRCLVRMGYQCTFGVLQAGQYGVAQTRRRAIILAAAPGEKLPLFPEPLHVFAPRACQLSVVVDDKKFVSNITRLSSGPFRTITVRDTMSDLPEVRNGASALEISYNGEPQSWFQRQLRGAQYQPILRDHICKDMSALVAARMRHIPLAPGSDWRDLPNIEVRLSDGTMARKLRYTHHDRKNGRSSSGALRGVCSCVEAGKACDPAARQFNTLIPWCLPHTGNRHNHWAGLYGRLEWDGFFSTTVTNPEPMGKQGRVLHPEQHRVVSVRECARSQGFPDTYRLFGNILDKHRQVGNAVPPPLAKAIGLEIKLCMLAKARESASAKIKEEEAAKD
LMPTP block: LMPTP phosphatase inhibitors, primary screen, biochemical, fluorescence intensity, uHTS | inhibition, % at 20 µM | recombinant LMPTP-A, OMFP fluorogenic substrate | AID 651560, 2012 | 360,000 compounds, 0.22% hits | Low molecular weight phosphotyrosine protein phosphatase (Homo sapiens), P24666;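 active = compounds that cut the enzyme signal by at least half of the control window in the single-dose screen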;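 also: plate controls were DMSO wells with enzyme plus substrate for no effect and substrate without enzyme for full effect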
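Test system: LMPTP-A phosphatase enzyme. Amount: LMPTP-A at 0.625 nM final in the reaction. Reagent: OMFP substrate, 400 µM final. Times: 50 min at room temperature. Signal: endpoint fluorescence intensity from OMFP dephosphorylation. Read-out basis: % inhibition. Benchmarks: no-enzyme and uninhibited controls.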
SKN-1 block: suppressors of acrylamide-induced Pgst-4::GFP reporter in worms, primary screen, SKN-1 inhibitor project, whole organism, uHTS, GFP/RFP fluorescence ratio, strain VP596 | C. elegans VP596 Pgst-4::GFP/RFP ratio, 24 h | inhibition, % at 21.8 µM | 360,000 compounds, 0.49% hits;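 active = interference check ratio from 0.5 to 1.5 plus GFP to RFP signal ratio inhibition reaching or exceeding a fixed threshold, cut at about 30% in these data, passing the limit was not always enough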; also: some compounds called inactive have numbers as strong as hits
MT1-MMP act inh: blockers of MT1-MMP proenzyme processing, primary screen, HT1080 RFP-PRO-GFP cells, GFP/RFP fluorescence | GFP/RFP ratio fluorescence, overnight; percent of plate control window, DMSO zero | GFP/RFP ratio change, % at 20 µM | Matrix metalloproteinase-14 (Homo sapiens), P50281 | 360,000 compounds, 0.061% hits;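 active = GFP/RFP ratio change of at least 30% with cell ATP level not reduced by more than half and red fluorescence within 50% of control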; also: strong numbers were not always called active
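Test system: HT1080 cells expressing an RFP-PRO-GFP fluorescent reporter construct / Compound dosing: single-point 20 µM compound, 1% DMSO / Schedule: cells overnight before dosing, compound overnight, 37 °C, 5% CO2 / Evaluation: GFP/RFP fluorescence ratio / Control set: DMSO and RFP-L50D-GFP cell wells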
STEP inh: STEP phosphatase inhibitors, primary screen, biochemical, fluorescence intensity, uHTS. 360,000 compounds, 0.25% hits. inhibition, % at 20 µM. recombinant STEP, OMFP fluorogenic substrate. Tyrosine-protein phosphatase non-receptor type 5 (Homo sapiens), P54829;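 active = inhibition at 20 µM, scaled per plate between control wells, above about 37%, limit read from the data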;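 also: 0% = DMSO with enzyme and substrate and 100% = substrate only without enzyme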
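Material: STEP (striatal-enriched tyrosine phosphatase) enzyme, cell-free; Compound dosing: 20 µM single dose in 1% DMSO; Technique: fluorescence read at 480 nm ex / 540 nm em; Times: reaction 20 min, ambient temperature; Medium: 50 mM Bis-Tris pH 6.0 with 2.5 mM DTT and 0.005% Tween 20; Also added: OMFP at 25 µM.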
NRP1-CendR mod: modulators of CendR peptide binding to NRP-1, primary screen, biochemical, fluorescence polarization, uHTS; Neuropilin-1 (Homo sapiens), O14786; FAM-RPARPAR peptide binding to NRP-1; inhibition, % at 25 µM; 360,000 compounds, 0.85% hits;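 active = inhibition or corrected inhibition above about 18%, plus a signal ratio from 0.5 to 1.5, limit read from the data, passing the limit was not always enough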; also: strong numbers were not always called active
An asterisk follows results filed as active; i = inactive; nt = not tested or not shown. The order is random; overall some 3.9% were active at least once.

Compound	NadD inh	SUMO1-SIM PPI	Scp-1 inhibitor	Rpn11 inh	DNMT1 inh	LMPTP block	SKN-1 block	MT1-MMP act inh	STEP inh	NRP1-CendR mod
O=C(C1CCC(CNc2nc(=S)[nH]c3ccccc23)CC1)N1CCN(c2ccc(F)cc2)CC1 (stereo not drawn)	12	10	9	i	-5	12	-1	-5	0	3
CC1CCN(Cc2c(O)ccc3c(=O)c(-c4nc5ccccc5s4)c(N)oc23)CC1	11	9	13	i	-7	9.4	22	6	4	-10
CCc1sc(N(C(=O)Cc2ccccc2)c2cccc(F)c2)nc1-c1ccc(C)cc1	-1	-2	-3	i	-3	-0.1	44*	-1	3	2
COc1ccc(CCN(Cc2cc3cc(C)cc(C)c3nc2Cl)C(=O)C2CC2)cc1	-5	-9	-2	i	-3	7.6	1	8	-2	-7
COc1ccc(C(C)(NC(C)=O)c2nc(-c3ccc(F)cc3OC)cs2)cc1 (stereo not drawn)	-4	1	nt	i	2	-0.4	11	-4	-7	-4
CCOC(=O)N1CCC(NS(=O)(=O)c2ccc3c(c2)oc(=O)n3C)CC1	-3	0	-3	i	53*	-0.3	-45	-24	-1	-38
CC(=O)Nc1ccc2[nH]c(C)cc(=O)c2c1	7	5	-2	i	-4	3.7	9	2	-1	-13
COCC(C)NC(=O)c1cc(OC)cc(OC)c1 (stereo not drawn)	-1	0	-7	i	0	-0.5	0	4	-2	-5
C=CCn1c(Cc2cccs2)nnc1SCC(=O)c1ccc(F)cc1	5	3	-2	i	-4	-0.7	-5	4	-4	10
C=C(C)CN1CCN(c2ccc(N3C(=O)CCCC3=O)cc2[N+](=O)[O-])CC1	-2	-15	-3	i	0	-0.9	-8	3	2	-2
CC(C)c1ccccc1OCC(O)CN(CC(O)COc1cccc2ccccc12)C(C)C (stereo not drawn)	-8	-1	4	i	-10	7.8	-18	-5	3	8
S=c1nc[nH]c2c1ncn2-c1ccc(Cl)cc1	3	5	5	i	7	1.3	20	-1	86*	3
Cc1ccnc(N2CCN(C(=O)CSc3nc4ccccc4nc3N3CCCCC3)CC2)c1	-4	-1	-4	i	-9	3.8	5	-7	8	-6
N#Cc1c(N)n(C2CCCCC2)c2nc3ccccc3nc12	8	10	3	i	-15	2.2	8	-9	-1	-6
CC(C)c1ccccc1NC(=S)NC1CCN(Cc2ccccc2)CC1	-4	0	3	i	-1	-3.0	1	-2	-4	4
CC(C)(CO)NC(=O)c1ccc2c(c1)C(=O)c1ccccc1-2	-7	-31	-13	i	0	-0.8	-4	3	2	0
Cc1ccc(NC(=O)c2ncn(CCCNCC3CCCCC3)n2)cc1C	-4	0	nt	i	-1	1.0	8	0	-1	-7
Cc1ccc(S(=O)(=O)N/N=C\c2ccc3c(c2)OCO3)cc1C	-11	-6	1	i	0	0.8	-4	-3	-2	8
O=C(N/C(=C\c1ccccc1)C(=O)N1CCOCC1)c1ccc(Br)o1	-1	-3	4	i	1	-1.3	-7	2	-1	8
Cc1ccsc1C(=O)OCC(=O)Nc1cccc(S(=O)(=O)NC2=NCCCCC2)c1	1	8	-9	i	0	-0.3	-4	0	1	10
Cc1ccc(S(=O)(=O)N2CCCN(S(=O)(=O)C3CCS(=O)(=O)C3)CC2)cc1 (stereo not drawn)	-9	0	-6	i	3	-1.7	-27	-3	3	-4
COc1ccc(CC(=O)Nc2ccc(N(C)C)c3ccccc23)cc1	5	-11	-7	i	-4	-0.7	-8	2	0	5
COC(=O)C1CCN(C(=O)Nc2ccc(OC)cc2)CC1	-1	1	0	i	1	-1.0	7	-2	2	-10
O=C(CC(=O)NC1CCCCC1)N/N=C/c1ccccc1[N+](=O)[O-]	1	-24	-4	i	1	0.7	22	0	0	3
N#Cc1c(SCC(=O)Nc2ccc(C(F)(F)F)cc2)sc2c(O)cc(=O)[nH]c12	9	3	50	i	1	-1.4	6	2	-1	-9

Continued; it opens with the 2 that closed the last part.
Compound	NadD inh	SUMO1-SIM PPI	Scp-1 inhibitor	Rpn11 inh	DNMT1 inh	LMPTP block	SKN-1 block	MT1-MMP act inh	STEP inh	NRP1-CendR mod
O=C(CC(=O)NC1CCCCC1)N/N=C/c1ccccc1[N+](=O)[O-]	1	-24	-4	i	1	0.7	22	0	0	3
N#Cc1c(SCC(=O)Nc2ccc(C(F)(F)F)cc2)sc2c(O)cc(=O)[nH]c12	9	3	50	i	1	-1.4	6	2	-1	-9
CC(C)(C)NC(=O)CN(C(=O)C(=O)Nc1ccc2c(c1)OCCO2)C(C)(C)C	-4	-2	-6	i	1	-1.1	-5	-2	-2	11
Cc1cc2c(NS(=O)(=O)c3ccc(F)cc3)cccc2nn1	8	-15	3	i	-9	-1.5	0	3	0	1
Cc1c(CN2CCN(C)C(CCO)C2)[nH]c2c(Cl)cccc12 (stereo not drawn)	-5	0	3	i	1	-1.0	-6	-3	3	-36
O=C(COC(=O)CC(c1ccccc1)c1ccccc1)NCc1ccc(Cl)cc1	-5	0	-17	i	-2	4.3	8	0	1	6
C=CCN(Cc1cn(C)nc1-c1cccc(Cl)c1)C1CCS(=O)(=O)C1 (stereo not drawn)	0	1	-2	i	-7	0.6	1	2	2	-2
C=CCSc1nnnn1-c1ccc(OC)cc1	-2	0	-10	i	3	-2.0	3	0	-2	0
Cc1ccccc1C(=O)Nc1cccc(C(=O)N/N=C/c2ccc3c(c2)OCO3)c1	-2	-2	17	i	-1	-2.3	16	1	0	16
COc1ccc(S(=O)(=O)N(C)C)cc1NC(=O)c1ccc2c(c1)OCCO2	-7	1	-7	i	-3	-1.0	-12	2	-1	1
O=C(c1cccs1)N1CCCC(N2CCN(c3cccc(C(F)(F)F)c3)CC2)C1 (stereo not drawn)	1	4	-2	i	1	-1.3	-4	0	3	-3
CC(C)Nc1nc(N)c(C(=O)C23CC4CC(CC(C4)C2)C3)s1	-4	0	-7	i	-5	1.9	15	-1	0	6
COc1ccc(Cl)cc1C(=O)NNC(=O)COC(=O)CCN=C1NS(=O)(=O)c2ccccc21	3	7	-12	i	-1	-0.6	6	-3	-2	-3
NC(=O)NN=C1CCn2cccc21	4	2	-3	i	-3	0.0	-8	-5	-2	-5
CCOC(=O)C1CCC(CNCc2ccc(Cl)cc2)CC1 (stereo not drawn)	-5	0	-1	i	3	-2.1	-7	-1	3	-8
O=C(COc1ccc(S(=O)(=O)N2CCCC2)cc1Cl)NCc1ccco1	-1	1	-6	i	-3	-0.5	4	11	-5	2
CCOC(=O)c1ccc(NC(=O)c2ccc(CN3CCc4ccccc4C3)cc2)cc1	1	-3	-1	i	-6	-1.1	3	4	-4	24
CCCCn1nnc(NC(=O)CCC)n1	-1	-1	-11	i	0	-1.9	-11	5	-1	0
Cc1c(NC(=O)c2ccc(NC(=O)C3CC3)cc2)cccc1C(=O)O	-4	-3	-2	i	-1	-0.7	6	-1	2	-9
COc1ccc(CC(=O)NNC(=O)c2ccc(Br)o2)cc1	-7	-2	0	i	0	0.1	-15	-1	-2	10
Cc1ccc2[nH]c(=O)c(CN(CCCO)S(=O)(=O)c3cccc4nsnc34)cc2c1	0	-27	2	i	0	-0.2	-3	0	-2	-4
O=C(CSc1nc2ccccc2c(=O)n1-c1ccc(F)cc1)Nc1cc(S(=O)(=O)N2CCOCC2)ccc1Cl	25	2	-11	i	-3	1.9	-3	1	9	-4
O=C(CSc1ccc(Cl)cc1)NC(=O)c1ccccc1	1	1	-3	i	4	1.5	-9	-3	-2	4
O=c1c2c(nc3nc(NCc4cccc5ccccc45)[nH]n13)CCC2	3	3	1	i	3	1.5	-2	2	1	4
COc1ccc(CCNC(=O)/C(C#N)=C2\N=C(NC(=O)c3ccco3)c3ccccc32)cc1	-3	-19	-15	i	-3	0.6	-9	2	1	-24
Cc1ccc(N2CCN(S(=O)(=O)c3ccc4oc(=O)ccc4c3)CC2)cc1Cl	1	2	-5	i	1	-1.7	3	2	-1	8
O=C1NC(=S)N/C1=C/C=C/c1ccccc1	-1	-14	-4	i	-1	1.3	15	1	-4	-6

Later entries:
Compound	NadD inh	SUMO1-SIM PPI	Scp-1 inhibitor	Rpn11 inh	DNMT1 inh	LMPTP block	SKN-1 block	MT1-MMP act inh	STEP inh	NRP1-CendR mod
O=C(NCCN1CCOCC1)Nc1ccc(Cl)cc1	12	-1	-2	i	0	-0.1	0	3	4	18
COc1ccc(F)cc1S(=O)(=O)NC1CCCCCC1	-1	-6	5	i	0	-1.5	-9	-1	-2	4
CCOC(=O)c1c(C)nc(C)c(C(=O)OCC)c1-c1cccnc1	-2	-2	-7	i	-12	-2.0	-3	9	0	16
CNc1cccc(-c2ccc(C(=O)N3CCOCC3)cc2)n1	5	-8	nt	i	2	-0.4	-7	10	-1	-3
CC(=O)c1cc2c(cc1NC(=O)Cn1nc(-c3ccc(C)cc3)ccc1=O)OCO2	2	-22	-10	i	-6	1.9	-6	0	3	1
Cc1ccccc1-c1cc(C(=O)NCc2cccs2)nn1CC1CC(c2cccc([N+](=O)[O-])c2)=NO1 (stereo not drawn)	5	-14	-7	i	-3	3.4	-15	0	2	10
CCC(C)NC(=S)Nc1ccccc1OC (stereo not drawn)	-2	-1	6	i	2	-1.9	4	-2	-2	-11
COc1ccc(NC(=O)CN(Cc2ccccc2)S(C)(=O)=O)cc1	3	-1	-4	i	0	-2.3	3	4	1	-8
COc1cc(C)cc(C(=O)O)c1C1=C(O)c2cccc(O)c2C(=O)C1=O	8	7	47	i	66*	3.6	1	5	6	28*
CC(C)C1C(=O)N(Cc2cn(Cc3ccco3)nn2)CCS(=O)(=O)N1Cc1ccc(-c2ccc(F)cc2)cc1 (stereo not drawn)	3	4	nt	i	-20	1.4	7	-1	-1	1
